AmpC detergent = inhibitors of E. coli AmpC beta-lactamase with detergent. AmpC hydrolysis of nitrocefin, absorbance 480 nm, 0.01% Triton. AID 485294. 370,000 compounds, 0.041% hits. Potency, µM (titrated, usually from 114 µM), for inactives: at the highest dose activity change, negative = inhibition, usual class: inhibitors;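 note: potency is the fitted concentration of half-maximal effect; 0% = no-compound wells and -100% = no-enzyme wells; nearly all actives have a fitted effect of over 25% in size; some results filed as inactive show a strong effect at the top dose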
Target sequence (P00811 whole entry, looked up): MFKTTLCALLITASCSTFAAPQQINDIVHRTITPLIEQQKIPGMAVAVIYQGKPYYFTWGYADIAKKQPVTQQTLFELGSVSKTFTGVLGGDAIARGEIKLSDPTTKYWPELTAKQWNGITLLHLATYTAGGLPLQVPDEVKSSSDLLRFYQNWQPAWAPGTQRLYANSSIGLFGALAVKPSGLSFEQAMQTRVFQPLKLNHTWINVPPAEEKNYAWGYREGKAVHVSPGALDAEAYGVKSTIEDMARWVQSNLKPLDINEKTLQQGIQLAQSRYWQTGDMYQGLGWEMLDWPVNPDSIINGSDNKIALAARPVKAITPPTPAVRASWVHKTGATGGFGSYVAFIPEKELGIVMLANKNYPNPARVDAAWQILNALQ
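20 mM phosphate pH 7.0 + 0.01% (detergent screen) or 0.0001% Triton X-100; 5.3 nM AmpC reagent; cpd preinc 15 min RT; nitrocefin (800 uM stock) to start; A480 q20 s × 4 min; Activity was normalised to no-enzyme and no-compound control wells.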
HCMV inh = human cytomegalovirus inhibition; HFF cells, HCMV-luciferase reporter, 72 h; stronger effect = lower value; activity change, negative = inhibition, % at 57.5 µM; 410,000 compounds, 4.5% hits; AID 1259415; in the data active = activity change below about -60%; inconclusive = no clear call, values can overlap the other calls; inactive = above about -39%
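Two-dose cell screen: HFF monolayers treated with compounds and infected with luciferase-expressing HCMV at 1 PFU/cell, 72 h at 37C, then lysed for luciferase measurement.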
AMA1 RON2 block = AMA1-RON2 (P. falciparum) interaction inhibition. AlphaScreen AMA1-biotinylated RON2 peptide binding. Potency, µM (series often up to 58.2 µM), for the others: at the highest dose activity change, negative = inhibition, usual class: inhibitors. 360,000 compounds, 0.2% hits;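 note: potency is the fitted concentration of half-maximal effect; 0% = vehicle wells and -100% = peptide control; nearly all actives have a fitted effect of over 45% in size; some results filed as inactive show a strong effect at the top dose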
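AMA1 (3D7) with his tag at 25 nM final met compounds first, then biotinylated RON2 peptide at 25 nM; detection used donor plus acceptor beads, 10 µg/mL apiece, read by AlphaScreen after 30 min at room temperature.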
Giardia FBPA inh = inhibitors of Giardia lamblia fructose-1,6-bisphosphate aldolase | purified Giardia FBPA | Potency, µM (highest dose often 59.6 µM), for the others: at the top dose activity, negative = inhibition, hits mostly inhibitors | 290,000 compounds, 0.71% hits | AID 2451; note: potency is the fitted concentration of half-maximal effect; nearly all actives have a fitted effect of over 55% in size
Target sequence (A8B2U2 whole entry, looked up): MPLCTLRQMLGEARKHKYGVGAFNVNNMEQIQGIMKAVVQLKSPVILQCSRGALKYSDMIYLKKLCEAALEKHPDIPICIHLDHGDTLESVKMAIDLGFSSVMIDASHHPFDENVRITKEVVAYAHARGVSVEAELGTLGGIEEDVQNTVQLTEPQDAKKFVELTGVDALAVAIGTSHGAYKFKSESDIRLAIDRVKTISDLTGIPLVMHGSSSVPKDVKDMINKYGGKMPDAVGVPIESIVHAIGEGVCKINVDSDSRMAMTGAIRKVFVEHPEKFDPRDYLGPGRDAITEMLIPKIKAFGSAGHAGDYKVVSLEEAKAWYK
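Giardia FBPA (40 nM reagent) was preincubated 10 min at RT with compound (up to 57.5 uM final), then substrate plus GAPDH/TPI/NAD/arsenate coupling system with diaphorase/resazurin was added; resorufin fluorescence (525/598 nm) was read after 20 min.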
Sm TGR block = S. mansoni TGR enzyme inhibition | Q962Y6 | purified TGR, DTNB reduction, TNB absorbance 405 nm | Potency, µM (series often up to 114 µM), without a hit: top-dose activity change, negative = inhibition, most hits filed as inhibitors | 360,000 compounds, 3% hits | AID 485364; note: potency is the fitted concentration of half-maximal effect; nearly all actives have a fitted effect of over 60% in size
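First, TGR (20 nM dispensed) and NADPH were mixed with compound. Second, a 15 min room-temperature incubation followed. Third, further NADPH and then DTNB were added to start the reaction. Finally, TNB absorbance was monitored kinetically.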
HCV inhibitor = HCV inhibition; Huh7.5.1 HCVcc-Cre infection, luciferase reporter, 44 h; Potency, µM (top dose mostly 41.8 µM), without a hit: at the top dose activity change, negative = inhibition, hits mostly inhibitors; 340,000 compounds, 3.4% hits; note: potency is the fitted concentration of half-maximal effect
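Seed cells (1,000/well) for 4 h; treat with compound and infect with HCVcc-Cre, moi about 0.5. Incubate 44 h, then detect luciferase activity.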
The depositor's hits bear a star; ? = inconclusive; . = no result given; & = joins results of further samples; [ ] = dose if it differs, or a comment. Unless noted, calls come from the whole dose curve; as a rule, active = well fitted curve in the direction sought with a large enough effect; inconclusive = small, poorly fitted or top-dose-only effect, or another doubt; inactive = no such curve, though single readings can be large; an effect the other way counts as inactive or inconclusive. Unless noted, % is set by controls: 0 for no effect and ±100 for the full control effect.

SMILES | AmpC detergent | HCMV inh | AMA1 RON2 block | Giardia FBPA inh | Sm TGR block | HCV inhibitor
COc1ccc2c(=O)c3c(=O)n(Cc4ccco4)c(-c4ccc(C)cc4)nc3oc2c1 | -3% | 10 | -19% | 8% | 32µM* | -29%
CCOC(=O)Cc1csc(NC(=O)/C=C/c2ccc(Cl)cc2)n1 | -1% | ? | -2% | 4% | 5% | 11µM*
CCOC(=O)C(CC)(CCC(=O)OC)c1csc(Nc2ccccc2O)n1 (centres undefined) | 5% | . | . | 2% | 4% | .
O=C(Nc1cc(Cl)ccc1Cl)c1ccc(OC(=O)c2ccco2)cc1 | ? | 6 | 1% | 0% | 1% | -29%
COc1ccc(C2c3ccc(O)cc3Oc3ncn4nc(-c5ccco5)nc4c32)cc1OC (centres undefined) | 5% | 35 | 32%[activator] | -1% | 8% | -28%
O=C1NC(=O)C2(CCCC2)C(=O)N1 | . | -21 | 1% | . | . | 4%
O=C(NC1CCCC1)C(c1ccc(F)cc1)N(C(=O)c1csnn1)c1ccccc1F (centres undefined) | ? | 21 | -9% | -3% | -1% | -2%
c1cncc(-c2noc(C34CC5CC(CC(C5)C3)C4)n2)c1 | -7% | 11 | 3% | 4% | 1% | 20%
Cc1cc(=O)oc(C)c1C(=O)NCc1ccc(F)cc1 | 6% | 1 | 5% | -17% | -2% | 16%
Cn1cc([N+](=O)[O-])c(C(=O)Nc2ccc(C3CCCCC3)cc2)n1 | 0% | -100* | -5% | 0% | 15% | ?
CCN(c1ccc(NC(=O)CSCc2c(C)noc2C)cc1)C(C)C | 0% | -10 | -10% | . | -4% | -28%
COc1cc(C(=O)OCC(=O)NC(=O)NC2CCCCC2)cc(Cl)c1OC | -6% | -17 | -22% | . | -3% | -11%
COc1ccc(C)cc1N(CC(=O)O)S(=O)(=O)c1ccc(C)cc1 | -5% | 2 | 5% | 10% | -4% | -4%
Cc1cccc2c1N(N=O)CCC2 | -1% | -14 | 11% | -7% | -3% | 11%
CCc1ccc(NC(=O)CCn2c(-c3ccc(OC)cc3)cc(C(C)=O)c2C)cc1 | 7% | 0 | . | . | 6% | .
Cc1cccc(N2C(=O)CSC23C(=O)N(CC(=O)NCCc2ccccc2)c2ccccc23)c1 (centres undefined) | ? | 3 | . | . | 1% | .
CC(=O)NS(=O)(=O)c1ccc(N=NN2CCCCCC2)cc1 | 1% | -26 | -4% | 13% | 0%[57.1 µM] | 9%
Cc1ccccc1NC(=O)CSc1nnc(C)c2ccccc12 | -12% | -36 | 9% | -8% | 0% | -10%
Cc1cc(NC(=O)CSc2nnc(NC(=O)C3CC(=O)N(c4ccccc4C)C3)s2)no1 (centres undefined) | ? | -26 | 12% | 6% | 3% | 3%
CCc1ccc2nc(N3C(=O)c4oc5ccccc5c(=O)c4C3c3ccc(OC)c(OC)c3)sc2c1 (centres undefined) | ? | . | . | 2% | 9% | 8%
Cc1ccc(Nc2nc3nonc3[nH]c2=O)cc1Cl | 0% | -20 | 18% | -6% | 1% | -3%
O=C(Cc1ccccc1)Nc1ccc(NC(=O)c2ccc(Br)cc2)cc1 | -12% | 22 | -1% | 17% | 0% | -7%
CCCNS(=O)(=O)/C=C/c1ccccc1 | -13% | 42 | 0% | 0% | -2% | 21%
CC1=C(c2ccc(C)cc2)[N+](=O)C(C)(C)N1[O-] | -1% | -32 | ? | -4% | 9% | 27%

Record cards, as listed above:
Profile of `CCCNS(=O)(=O)/C=C/c1ccccc1` = AmpC detergent: -13%; HCMV inh: 42; AMA1 RON2 block: 0%; Giardia FBPA inh: 0%; Sm TGR block: -2%; HCV inhibitor: 21%
Profile of `Cc1ccc(Nc2nc3nonc3[nH]c2=O)cc1Cl` = AmpC detergent: 0%; HCMV inh: -20; AMA1 RON2 block: 18%; Giardia FBPA inh: -6%; Sm TGR block: 1%; HCV inhibitor: -3%
Profile of `CC1=C(c2ccc(C)cc2)[N+](=O)C(C)(C)N1[O-]` = AmpC detergent: -1%; HCMV inh: -32; AMA1 RON2 block: ?; Giardia FBPA inh: -4%; Sm TGR block: 9%; HCV inhibitor: 27%

The main list resumes with the 2 entries that preceded the break.
SMILES | AmpC detergent | HCMV inh | AMA1 RON2 block | Giardia FBPA inh | Sm TGR block | HCV inhibitor
CCCNS(=O)(=O)/C=C/c1ccccc1 | -13% | 42 | 0% | 0% | -2% | 21%
CC1=C(c2ccc(C)cc2)[N+](=O)C(C)(C)N1[O-] | -1% | -32 | ? | -4% | 9% | 27%
COc1ccccc1NC(=O)C1CCCN(S(=O)(=O)c2ccc(-n3cnnn3)cc2)C1 (centres undefined) | 3% | -5 | 15% | . | -7% | -10%
Cc1ccc(N2CCN(S(=O)(=O)c3cccc4ccccc34)CC2)cc1Cl | 3% | ? | . | . | 6% | .
CCCCn1c(CN(C)Cc2ccccc2)nc2c1c(=O)n(C)c(=O)n2C | -1% | ? | 4% | 1% | -10% | 11µM*
CCCOc1ccc(/C=C/C(=O)Nc2ccc([N+](=O)[O-])cc2C)cc1 | -9% | -35 | -1% | 3% | 8% | ?
Clc1ccc(COn2c(-c3ccc(Cl)cc3)nc3ccccc32)cc1 | ? | -28 | 1% | -2% | 1% | ?
O=C1c2ccc(Oc3ccc4c(c3)C(=O)N(CCCO)C4=O)cc2C(=O)N1CCCO | 2% | 16 | 0% | 1% | 3% | 14%
CCOc1ccc(-n2c(Cc3cc(=O)[nH]c(=O)[nH]3)nnc2SCC(N)=O)cc1 | 4% | 10 | 14% | 13% | 7% | 24%
Cc1cc(C)cc(OCC(=O)OCC(=O)c2cc(C)n(C3CC3)c2C)c1 | ? | -11 | -6% | 6% | 1% | 27%
CCOC(=O)c1cnc2ccc(OC)cc2c1Nc1ccc(N2CCN(C)CC2)cc1 | -1% | 8 | -29% | 8% | -13% | ?
CCCCCc1ccc(CC(=O)O)cc1 | 0% | 36 | 2% | 23% | 5% | 24%
COCc1nnc(NC(=O)c2cc(OC)c(OC)c(OC)c2)s1 | 4% | 4 | . | . | 2% | .
COc1ccc(C(c2c(O)c3ccccc3oc2=O)c2c(C)n(C)n(-c3ccccc3)c2=O)cc1 (centres undefined) | 1%&-4% | -1&12 | 3% | 16% | 1%&-1% | 29%
O=C(NNC(=O)c1cccc2ccccc12)c1ccc2c(c1)OCO2 | 1% | ? | 45%[activator] | 2% | 1% | -5%
COc1cccc(CNC(=O)Cn2ncn3nc(-c4cccs4)cc3c2=O)c1 | -10% | -2 | . | . | -6% | .
O=C(Cn1nnc(-c2ccccc2Cl)n1)Nc1cccc(S(=O)(=O)N2CCCC2)c1 | . | -25 | -4% | . | . | ?
CC(NC(=O)c1cccs1)c1ccc(Cl)cc1 (centres undefined) | . | 4 | 0% | . | . | 12%
O=Cc1cccn1-c1sc2c(c1C(=O)O)CCCC2 | 1% | -13 | 0% | 21% | -4% | -3%
CCOC(=O)C1CCN(c2ccc(C(N)=O)cc2[N+](=O)[O-])CC1 | -12% | 28 | -10%[2.32 µM] | 6% | 3% | -16%
CNS(=O)(=O)c1cn(CC(=O)N2CCN(c3cccc(Cl)c3)CC2)cc1S(=O)(=O)NC | 21% | 0 | . | . | 9% | .
Cc1ccc(NCC(=O)N/N=C\c2cccc(O)c2)cc1 | 2% | 35 | 51%[activator] | 0% | . | 16%
Cc1cc(=O)[nH]c(=S)n1-c1ccccc1 | -3% | -38 | 6% | -26% | -19% | 1%
COc1cc2c(c(NC(C)=O)c1)N(C(C)=O)CCC2 | . | -28 | -5% | . | . | -5%
CC(C)C(=O)NC(c1ccccc1Cl)c1c(O)ccc2ccccc12 (centres undefined) | 4% | 0 | 20% | -6% | 0% | -11%
O=C(O)c1cc(-c2ccc3ccccc3n2)nc2ccccc12 | 3% | 131 | 14% | ? | 4% | 15%
Cc1ccc(-n2c(SCC(=O)N3CCCc4ccccc43)nc3c([nH]c4ccccc43)c2=O)cc1 | 3% | -14 | . | . | 1% | .
Cc1[nH]c(C)c(S(=O)(=O)N2CCCCC2)c1C(=O)N1CCCC1 | ? | -28 | -7% | 1% | -18% | 7%
CC(C)c1cccc(C(C)C)c1OC(=O)[C@H]1OC(C(C)(C)C)=C[C@@H]1c1ccccc1 | 2% | -28 | 10% | . | 0% | 34%[activator][8.37 µM]
O=C(Nc1cccc(Cl)c1)c1ccccc1NC(=O)C1CCCCC1C(=O)O (centres undefined) | ? | 3 | 14% | 23% | -20% | -14%
Cn1c(CNC(=O)Cc2ccc3c(c2)OCO3)nnc1SCc1ccccc1 | ? | 26 | 2% | 4% | 3% | 14%
Cc1cc(Oc2ccc(N)cn2)cc(C)c1Cl | 8% | 25 | -1% | -6% | 40µM* | ?
COc1cccc2[nH]c3c(N4CCCCC4)ncnc3c12 | ? | 56 | 11% | -11% | 0% | -2%
COC(=O)c1c(N)sc(C(=O)N2CCOCC2)c1C | ? | -15 | -8% | 1% | 10% | -2%
CN(CC(=O)Nc1ccccc1C(=O)NC1CC1)Cc1ccc(N(C)C)cc1 | 4% | -6 | 35%[activator] | . | 7% | -1%
CC(C)(Oc1ccc(Cl)cc1)C(=O)Nc1c2c(nn1C(C)(C)C)CS(=O)(=O)C2 | ? | 5 | 17% | . | -14% | 3%[8.37 µM]
Cc1cc(C)nc(N/N=C/C2=C(O)CC(c3ccc(F)cc3)CC2=O)n1 (centres undefined) | 5% | -26 | 41%[activator] | -21% | 0% | -28%
CCOc1ccc(CN(C)C(=O)CCN2C(=O)c3ccccc3C2=O)cc1OC | -4% | -7 | -2% | 6% | -6% | 7%
O=C(CCCC(=O)N(CC(=O)NC1CCCCC1)Cc1ccccc1)Nc1ccccn1 | 1% | -25 | 0% | -2% | 0% | 10%
CC(=O)Nc1ccc(OCCOc2ccc(/C=C3\C(=N)N4N=C(C(C)C)SC4=NC3=O)cc2)cc1 | 0% | ? | 61%[activator] | 0% | 0% | 25%
CC[C@@H]1C(c2ccc(F)cc2)=NN(c2ccccc2)[C@H]1C(=O)N1CCOC1=O | . | 6 | 15% | -9%[89.2 µM] | . | -3%
CCNc1nc(C)c(CN(C(C)=O)c2ccccc2)nc1C#N | ? | 53 | -11% | 8% | 8% | 26%
Cc1cccc(N(CC(=O)NC(C)C)C(=O)c2ccc(N3CCCC3)nc2)c1 | -6% | -35 | 7% | 1% | 1% | -15%
Cc1cc(C)c(S(=O)(=O)Nc2ccc(O)c(Sc3ncn[nH]3)c2)cc1C | ? | -17 | 117%[activator] | ? | -27% | -20%
ONC(=Nc1ccc(Cl)cc1)c1ccc(Cl)cc1 | ? | 23 | -9% | -3% | -2% | 12%
Cc1cc(-c2ccc(C(C)C)c(S(=O)(=O)N3CCOc4ccccc43)c2)on1 | -2% | -64* | -7% | -5% | -3% | ?
Cc1ccc(S(=O)(=O)N(C)C)cc1NC(=O)c1c(-c2c(F)cccc2Cl)noc1C | -12% | ? | -2% | 0% | -8% | -7%
CCC(=O)N1CCc2cc(Br)cc(S(=O)(=O)N3CCCC(C(=O)NC(C)(C)C)C3)c21 (centres undefined) | 4% | -17 | 0% | 6% | 2% | -4%
